Compound activity: PubChem BioAssay, several laboratories
GRK2 aptamer HTS – blocks RNA aptamer binding to human GRK2; AID 488847; actives 0.59% (n = 330,000); bead flow cytometry, FAM-aptamer displacement from GRK2; inhibition of aptamer binding, % at 10 µM; P25098;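 active = inhibition of aptamer binding above 40%, roughly 3 SD of noise, on plates passing a quality check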;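 note: median bead fluorescence of bound FAM aptamer so fluorescent compounds give negative values; no value below 0 was filed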
JMJD2C inh – inhibitors of human GASC-1 (JMJD2C) demethylase | GST-JMJD2C(1-420) H3K9me3 demethylation, DELFIA europium | inhibition, % at 2.35 µM | actives 0.069% (n = 330,000);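 active = more than half of a compound's replicate wells show inhibition beyond 50%, single wells judged on their own value; inconclusive = some, but no more than half, of replicates pass 50% inhibition; inactive = no replicate passes 50% inhibition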;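 note: signal counts dimethyl H3K9 product captured on neutravidin plate; 0% = median of DMSO wells and 100% = 0.3 times that DMSO median; strong numbers were not always called active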
CIT2-GFP yeast – modulators of TOR pathway CIT2-GFP in S. cerevisiae. S. cerevisiae CIT2-GFP strain, flow cytometry, 3 h; 100 means same as DMSO wells. GFP response vs DMSO, % at 10 µM. actives 0.065% (n = 320,000);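 active = GFP response relative to DMSO above a set limit, near the screen mean plus 3 SD, cut at about 150% in these data; inconclusive = Fewer than 70 cells measured for a yeast strain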;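 note: ratio of well median GFP fluorescence to mean of DMSO wells on the plate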
AGP1 TOR yeast – yeast TOR pathway AGP1-GFP modulation. S. cerevisiae AGP1-GFP multiplex flow cytometry, 3 h; GFP as percent of DMSO wells. GFP response vs DMSO, % at 10 µM. actives 0.02% (n = 320,000). AID 2066;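 active = GFP response relative to DMSO above a set limit, near screen average plus 3 SD, cut at about 150% in these data; inconclusive = fewer than 70 cells counted for the yeast strain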;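 note: median GFP channel fluorescence of the gated AGP1 strain per well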
VLA-4 inh – inhibition in a human VLA-4 binding assay | P13612 | VLA-4 expressing cells, ligand binding flow cytometry | actives 0.2% (n = 330,000) | inhibition, % (about 7 µM as worked out from the volumes in the protocol); in the data active = inhibition above about 50%
Target sequence (P13612 whole entry, looked up): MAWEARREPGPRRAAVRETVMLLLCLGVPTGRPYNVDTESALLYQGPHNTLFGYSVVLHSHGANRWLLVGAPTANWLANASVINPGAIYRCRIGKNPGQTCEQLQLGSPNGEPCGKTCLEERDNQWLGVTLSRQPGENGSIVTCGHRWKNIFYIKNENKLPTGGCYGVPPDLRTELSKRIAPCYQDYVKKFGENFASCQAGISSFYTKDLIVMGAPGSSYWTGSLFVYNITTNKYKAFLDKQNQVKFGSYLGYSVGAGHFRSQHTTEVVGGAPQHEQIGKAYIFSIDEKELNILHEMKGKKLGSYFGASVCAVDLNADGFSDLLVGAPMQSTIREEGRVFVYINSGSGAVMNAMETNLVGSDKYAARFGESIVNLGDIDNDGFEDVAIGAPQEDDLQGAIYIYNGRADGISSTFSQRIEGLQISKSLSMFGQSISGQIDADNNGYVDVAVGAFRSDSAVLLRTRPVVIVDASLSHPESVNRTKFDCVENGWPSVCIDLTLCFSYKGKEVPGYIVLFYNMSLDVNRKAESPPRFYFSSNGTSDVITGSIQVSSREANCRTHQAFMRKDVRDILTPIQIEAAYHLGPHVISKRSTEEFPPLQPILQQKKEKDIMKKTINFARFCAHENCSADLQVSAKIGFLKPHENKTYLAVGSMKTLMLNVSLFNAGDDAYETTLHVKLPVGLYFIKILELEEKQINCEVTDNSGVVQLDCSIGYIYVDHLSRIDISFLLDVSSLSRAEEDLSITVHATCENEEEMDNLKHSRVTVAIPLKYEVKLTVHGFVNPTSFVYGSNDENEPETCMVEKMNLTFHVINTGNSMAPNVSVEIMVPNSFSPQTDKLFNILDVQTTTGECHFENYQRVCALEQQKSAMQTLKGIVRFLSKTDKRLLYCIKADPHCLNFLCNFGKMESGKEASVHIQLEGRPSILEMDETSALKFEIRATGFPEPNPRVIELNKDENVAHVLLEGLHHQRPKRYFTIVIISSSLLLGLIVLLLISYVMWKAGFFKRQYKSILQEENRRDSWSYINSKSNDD
MEP2 TOR yeast – yeast TOR pathway MEP2-GFP modulation; actives 0.51% (n = 330,000); AID 2016; GFP response vs DMSO, % at 10 µM; S. cerevisiae MEP2-GFP strain, flow cytometry GFP, 3 h; 100% = DMSO control level;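 active = GFP response versus DMSO above a set limit, roughly screen mean plus 3 SD, cut at about 180% in these data; inconclusive = fewer than 70 cells counted for a yeast strain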;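 note: median GFP fluorescence of the barcode-gated MEP2-GFP cells per well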
LAP4-GFP MLPCN – yeast TOR pathway LAP4-GFP modulation; actives 0.34% (n = 320,000); AID 2023; GFP response vs DMSO, % at 10 µM; S. cerevisiae LAP4-GFP multiplex, flow cytometry GFP, 3 h; median GFP as percent of DMSO wells;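 active = GFP response vs DMSO above a set limit, about the screen mean plus 3 SD, cut at about 150% in these data; inconclusive = under 70 cell events counted for the yeast strain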
RPL19A-GFP yeast – modulators of TOR pathway RPL19A-GFP in S. cerevisiae; percent response vs DMSO, % at 10 µM; S. cerevisiae RPL19A-GFP strain, flow cytometry, 3 h; stronger effect = lower value; AID 2025; actives 0.3% (n = 330,000);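 active = percent response vs DMSO below 50%; inconclusive = fewer than 70 events counted for the yeast strain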;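 note: median channel GFP fluorescence of the barcoded RPL19A-GFP strain; ratio of sample median GFP to plate DMSO average so 100% = DMSO; lower means less RPL19A-GFP as with rapamycin TOR inhibition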
* = called active by the depositor; u = inconclusive; & = joins results of further samples.

SMILES | GRK2 aptamer HTS | JMJD2C inh | CIT2-GFP yeast | AGP1 TOR yeast | VLA-4 inh | MEP2 TOR yeast | LAP4-GFP MLPCN | RPL19A-GFP yeast
Cc1cccc(NC(=O)CCC(=O)N/N=C/c2ccc(O)cc2O)c1 | 56* | -1 | 98 | 102 | 0 | 92 | 92 | 101
c1ccc(C2NCCc3ccccc32)cc1 (stereo unspecified) | 1 | -5 | 106 | 107 | 11 | 103 | 97 | 100
COc1ccc(OC)c(C(c2nnnn2CCc2ccccc2)N2CCC(C(N)=O)CC2)c1 (stereo unspecified) | 2 | 21&2 | 103 | 99 | -3 | 99 | 97 | 99
CCOCCCn1c(=S)[nH]c2cc(C(=O)N3CCC(C(N)=O)(N4CCCCC4)CC3)ccc2c1=O | 0 | 12 | 98 | 100 | 2 | 96 | 99 | 98
CN(C)S(=O)(=O)c1ccc(C(=O)Oc2cc(=O)[nH]c3ccccc23)cc1 | 4 | -18 | 91 | 90 | -1 | 94 | 93 | 98
CCN(C(=O)COC(=O)COc1ccccc1Cl)c1c(N)n(Cc2ccccc2)c(=O)[nH]c1=O | 1 | 7 | 96 | 105 | 0 | 98 | 107 | 103
O=C(Nc1ccccc1Sc1ccccc1)c1ccc(F)cc1 | 4 | -5 | 100 | 99 | 6 | 102 | 92 | 102
COc1ccc(C2=NN(c3ccccc3)C(=O)/C2=C\c2ccc(O)c(OC)c2)cc1 | 0 | 3 | 110 | 100 | -7 | 102 | 72 | 105
O=C(c1cc([N+](=O)[O-])ccc1Cl)N1CCN(Cc2ccccc2)CC1 | 2 | 0 | 110 | 102 | -10 | 108 | 95 | 104
Nc1ccccc1-c1nnn(CC(=O)N2CCCc3ccccc32)n1 | 0 | 0 | 99 | 104 | 27 | 98 | 105 | 97
O=C(Cn1c2ccccc2c2nc3n(c(=O)c21)CCCS3)Nc1ccccc1 | 2 | -3 | 103 | 102 | 27 | 101 | 100 | 98
C=C1CCN([C@@H](CC(C)C)C(=O)NCCCc2ccccc2)S(=O)(=O)c2ccccc21 | 1 | -4 | 87 | 90 | 8 | 94 | 108 | 104
Cc1ccc(SCCN2CCN(Cc3ccccc3)CC2)cc1 | 0 | 4 | 104 | 96 | 8 | 107 | 88 | 101
CCOc1ccccc1N(CC(=O)NCCSCc1ccco1)S(=O)(=O)c1ccccc1 | 0 | 27 | 106 | 103 | -5 | 106 | 96 | 103
NC(=O)CSc1nnc(-c2ccccn2)n1N | 5 | 11 | 102 | 107 | 1 | 97 | 106 | 96
COCC(=O)N1CCc2ccc(NC(=O)c3ccc(C(F)(F)F)cc3)cc2C1 | 0 | 1 | 107 | 100 | 10 | 110 | 92 | 101
CCCNC(=O)C1CC(=O)N(c2ccc(OCC(=O)Nc3cccc(C)c3C)cc2)C1 (stereo unspecified) | 0 | 0 | 99 | 106 | 4 | 106 | 105 | 101
CCc1nnc(NS(=O)(=O)c2ccc(NC(=S)NC(=O)/C=C/c3ccc(C(C)C)cc3)cc2)s1 | 0 | -2 | 106 | 103 | 2 | 106 | 91 | 98
NC(=O)C1CCN(c2oc(-c3ccc(F)cc3)nc2S(=O)(=O)c2ccccc2)CC1 | 9 | 2 | 85 | 101 | 13 | 105 | 106 | 96
CCOC(=O)Cn1c(=O)c2c(nc(N3CCOCC3)n2C)n(C)c1=O | 1 | 1 | 99 | 100 | -2 | 97 | 97 | 95
CCOC(=O)C(=O)Nc1ccc(Oc2ccccc2)cc1 | 0 | -3 | 102 | 99 | 4 | 100 | 91 | 105
CCN1CCN(c2nc(Nc3ccc(NC(C)=O)cc3)nc(Nc3ccc(NC(C)=O)cc3)n2)CC1 | 3 | 6 | 99 | 98 | 10 | 102 | 99 | 97
NC(=O)c1ccc(NC(=O)CSc2nnc(-c3cccnc3)n2Cc2ccco2)cc1 | 6 | 6 | 104 | 107 | 1 | 108 | 97 | 103
COCOc1ccc(-c2cc(=O)c3c(OCOC)cc(OCOC)cc3o2)cc1 | 0 | 16 | 95 | 101 | 14 | 105 | 104 | 97
Cc1cccc(C)c1NC(=O)C[N+](C)(C)CC(O)COc1cccc2ccccc12 (stereo unspecified) | 0 | -54 | 100 | 107 | 0 | 96 | 102 | 100
COc1ccc(NC(=O)c2cn(CCC#N)nc2-c2cccs2)cc1 | 3 | 0 | 100 | 102 | 30 | 108 | 103 | 100
COc1ccccc1OCCNC(=O)c1cc(F)c(F)cc1Cl | 0 | 8 | 101 | 97 | 14 | 97 | 91 | 102
Cn1c(=O)c2c(ncn2Cc2ccc(Cl)c(Cl)c2)n(C)c1=O | 0 | -3 | 102 | 101 | 4 | 106 | 107 | 99
COc1cccc(C(=O)Nc2c[nH]c(=O)[nH]c2=O)c1 | 1 | 5 | 82 | 95 | 16 | 96 | 96 | 97
CC(=O)NCCC(=O)NCC1(N(C)Cc2ccccc2)Cc2ccccc2C1 | 1 | -8 | 101 | 106 | 4 | 104 | 101 | 102
OCC[C@H]1C[C@@H](O)[C@H](O)[C@@]2(Cc3ccccc3CCO2)O1 | 1 | 7 | 78 | 85 | -2 | 94 | 105 | 99
Cc1csc(SCCn2c(N3CCN(c4ccccc4)CC3)nc3c2c(=O)[nH]c(=O)n3C)n1 | 0 | -2 | 104 | 101 | -3 | 102 | 101 | 100
CC(=O)O[C@@H]1C[C@H]2C(C)=C[C@H]3OC(=O)[C@@H](C)[C@H]3C[C@H]2[C@]1(C)O | 2 | 0 | 86 | 90 | -1 | 97 | 103 | 102
Nc1nc(SCC(=O)Nc2cccnc2Cl)n[nH]1 | 0 | 9 | 94 | 92 | 13 | 93 | 87 | 94
O=C1[C@@H]2[C@@H]3C[C@@H]([C@H]4ON=C(c5ccc(Cl)cc5)[C@@H]34)[C@@H]2C(=O)N1C1CCCCC1 | 4 | 3 | 98 | 106 | -11 | 109 | 112 | 113
O=C(c1ccc2c(c1)OCO2)N1CCc2ccccc2C1 | 2 | -1 | 96 | 98 | 1 | 99 | 118 | 98
Cc1oc(CC(C)C)cc1C(N)=O | 0 | 9 | 94 | 96 | -7 | 104 | 98 | 95
COc1cccc(-c2ccc(SCc3ccccn3)nn2)c1 | 0 | 11 | 106 | 99 | 22 | 113 | 94 | 103
O=C(NCC(c1ccco1)N1CCOCC1)c1ccccc1 (stereo unspecified) | 0 | -7 | 99 | 106 | 9 | 105 | 106 | 100
C=C1CCC2[C@](C)(CO)[C@H](O)CC[C@@]2(C)[C@@H]1/C=C/C1=CCOC1=O (stereo partly specified) | 0 | -22 | 101 | 105 | 0 | 107 | 105 | 99
CC(=O)Nc1sc2c(c1C(c1cccc(Cl)c1)N1CCN(CCO)CC1)CCCC2 (stereo unspecified) | 5 | 2 | 111 | 104 | 3 | 114 | 103 | 98
COc1ccc(-c2c3c(nc4sc5c(=O)[nH]c(C)nc5c24)CCC3)cc1 | 1 | 4 | 88 | 94 | -3 | 97 | 101 | 93
CC(C)NC(=O)CN1CCC(O)(c2ccccc2)CC1 | 0 | -1 | 109 | 97 | 4 | 110 | 103 | 99
O=C(Nc1ccc2c(c1)OCCO2)c1ccoc1 | 4 | -1 | 91 | 98 | -8 | 93 | 106 | 98
CCC/C(C)=N\Nc1nc2c(c(=O)n(C)c(=O)n2C)n1C | 0 | 23 | 99 | 121 | 26 | 97 | 104 | 101
O=C(Nn1cc(C(=O)Nc2ccc(F)cc2F)c2ccccc2c1=O)c1cnccn1 | 0 | -10 | 106 | 105 | 15 | 101 | 106 | 102
COc1ccc(CCNC(=O)CCC(=O)Nc2nnc(C(C)C)s2)cc1OC | 0 | 2 | 93 | 99 | -72 | 100 | 100 | 102
O=C(Nc1ccccc1C(=O)NCc1cccnc1)c1ccc(Cl)cc1Cl | 0 | -2 | 95 | 89 | 20 | 99 | 87 | 99
COc1ccc(-c2csc(NC(=O)c3ccc(N4C(=O)CCC4=O)cc3)n2)cc1OC | 0 | 42 | 95 | 95 | 12 | 101 | 100 | 97
Cc1ccc(C=Nc2ccc(N(C)C)cc2)o1 | 10 | 4 | 111 | 108 | -2 | 96 | 99 | 103
COc1ccc(/C=C2\NC(=O)C(C=NCc3ccccc3)=C2O)cc1 | 5 | -33 | 91 | 94 | -3 | 96 | 92 | 100
COc1ccc(CNCCCO)cc1OC | 2 | -25 | 102 | 101 | 8 | 94 | 91 | 100
CCc1c(C)nc2ccc(Br)cc2c1Cl | 0 | 2 | 102 | 106 | 13 | 100 | 108 | 104
Cc1ccc2occ(/C=N/NC(=O)c3ccc(Cl)cc3)c(=O)c2c1 | 0 | 9 | u | u | 0 | u | u | u
Cc1cc(C)cc(OCC(=O)Nc2nonc2NC(=O)COc2cc(C)cc(C)c2)c1 | 0 | -69 | 95 | 104 | 8 | 98 | 95 | 103
O=C(O)CCN1C(=O)c2ccncc2C1=O | 0 | 7 | 108 | 105 | 2 | 107 | 113 | 104
COc1ccc2cc3c(N)nn(C(=O)c4ccc(Cl)c([N+](=O)[O-])c4)c3nc2c1 | 57* | -4 | 98 | 97 | 1 | 106 | 94 | 104
COc1ccc(C(=O)NC2CC2)cc1OC1CCN(Cc2ccc(Cl)cc2)CC1 | 0 | -5 | 98 | 94 | -4 | 103 | 95 | 98
Cc1cccc(NC(=O)c2ccoc2C)n1 | 0 | 8 | 103 | 107 | -13 | 102 | 99 | 100
CCCCCCN1C2=NCCCN2c2ccccc21 | 0 | 6 | 100 | 110 | -1 | 96 | 109 | 103
Later entries:
SMILES | GRK2 aptamer HTS | JMJD2C inh | CIT2-GFP yeast | AGP1 TOR yeast | VLA-4 inh | MEP2 TOR yeast | LAP4-GFP MLPCN | RPL19A-GFP yeast
Nc1ccc(NC(=O)c2cccs2)cc1 | 2 | 5 | 92 | 99 | 3 | 97 | 111 | 94
COc1ccc(-c2cccc(NS(=O)(=O)c3cc([N+](=O)[O-])ccc3Cl)c2)nn1 | 2 | 14 | 107 | 121 | -4 | 106 | 99 | 108
CCOc1ccccc1NC(=O)C(OC(=O)c1ccccc1O)c1ccccc1 (stereo unspecified) | 2 | 11 | 106 | 101 | 9 | 106 | 100 | 101
CCc1nc(SCC(=O)c2ccccc2)c2ccccc2n1 | 3 | -3 | 100 | 103 | 1 | 101 | 101 | 101
CC(C)c1nnc(NC(=O)CCCC(=O)O)s1 | 0 | -5 | 104 | 98 | 14 | 120 | 110 | 97
O=C(OCC(=O)N1CCOCC1)c1ccccc1OCc1ccc(Cl)cc1 | 1 | -2 | 113 | 107 | 5 | 113 | 106 | 101
COc1ccc(-n2nc(C(=O)NCC(=O)N3CCCCC3)c3ccccc3c2=O)cc1 | 0 | -10 | 115 | 113 | 1 | 120 | 111 | 106
CCCCNC(=O)C1c2ccccc2C(=O)N(c2ccc(OC)cc2)C1c1ccc(OC)cc1 (stereo unspecified) | 0 | 6 | 89 | 107 | 13 | 103 | 98 | 102

Some of these compounds in order of their number in JMJD2C inh, smallest number first:
structure | GRK2 aptamer HTS | JMJD2C inh | CIT2-GFP yeast | AGP1 TOR yeast | VLA-4 inh | MEP2 TOR yeast | LAP4-GFP MLPCN | RPL19A-GFP yeast
COc1ccc(-n2nc(C(=O)NCC(=O)N3CCCCC3)c3ccccc3c2=O)cc1 | 0 | -10 | 115 | 113 | 1 | 120 | 111 | 106
CCc1nc(SCC(=O)c2ccccc2)c2ccccc2n1 | 3 | -3 | 100 | 103 | 1 | 101 | 101 | 101
CCCCNC(=O)C1c2ccccc2C(=O)N(c2ccc(OC)cc2)C1c1ccc(OC)cc1 (stereo unspecified) | 0 | 6 | 89 | 107 | 13 | 103 | 98 | 102
CCOc1ccccc1NC(=O)C(OC(=O)c1ccccc1O)c1ccccc1 (stereo unspecified) | 2 | 11 | 106 | 101 | 9 | 106 | 100 | 101
